# Screening data deposited in PubChem BioAssay by several laboratories.
# ABHD5-PLIN5 inh = ABHD5-PLIN5 interaction inhibitors, primary screen, cell lysate, split luciferase complementation, luminescence; Perilipin-5 (Homo sapiens) + 1-acylglycerol-3-phosphate O-acyltransferase ABHD5 (Homo …; Split G. princeps luciferase complementation, 4 h; inhibition, % at 4 µM; 360,000 compounds, 0.78% hits; AID 602281, 2012;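 active = inhibition above the mean inhibition across every tested compound plus 3 SD, cut at about 22% in these data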;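 also: 0% = DMSO only wells and the 100% control is not disclosed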
# H9c2 protect = cardioprotection against H2O2-induced cell death, primary screen, uHTS, H9c2 cells, ATPLite luminescence; H9c2 cardiomyocytes, H2O2 injury protection, 2 h; protection from H2O2 cell death, % at 20 µM; 360,000 compounds, 0.63% hits; AID 588492, 2011;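 active = compounds giving at least 50% protection of heart cells from peroxide-induced death in the single-dose screen, raw or plate-pattern-corrected value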;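 also: 0% = DMSO wells with peroxide and 100% = DMSO wells without peroxide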
# TLR9-MyD88 inh = inhibitors of TLR9-MyD88 association in cells, primary screen, cell-based, CHO, BLA complementation, fluorescence. Toll-like receptor 9 (Homo sapiens) + Myeloid differentiation primary response protein …. CCF4 FRET ratio. inhibition, % at 4.98 µM. 340,000 compounds, 0.21% hits. AID 504734, 2011;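 active = inhibition above the mean over all tested compounds plus 3 SD, cut at about 21% in these data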;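 also: 0% = DMSO only wells and 100% = clavulanate BLA inhibitor control wells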
# Glyco luc inh = increase of ERlucT glycosylation luciferase signal, primary screen, N-linked glycosylation inhibitor project, D54 ERlucT cells, luminescence, set 2. D54 ERlucT glycosylation luciferase reporter, 24 h; percent of 100 nM tunicamycin response. reporter increase, % at 12.5 µM. 360,000 compounds, 0.23% hits. AID 588692, 2011;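 active = mean luciferase reporter signal, scaled so untreated is 0 and the glycosylation-blocking control 100, at or above a set limit in every replicate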;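 also: luciferase carries N-glycosylation sites so blocking glycosylation raises the light; 0% = median of neutral control wells and 100% = median of 100 nM tunicamycin wells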
# NCOA2 inhibitor = inhibition of GAL4-SRC2 driven luciferase reporter, primary screen, SRC2 inhibitor project, cell-based, luminescence; Nuclear receptor coactivator 2 (Homo sapiens), Q15596; 370,000 compounds, 0.17% hits; inhibition, % at 9 µM; HEK293 GAL4-SRC2 luciferase reporter;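 active = inhibition above the mean inhibition of all tested compounds plus 3 SD, set per campaign, cut at about 52% in these data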;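 also: 0% = DMSO treated cells and 100% = cells given Gossypol at 36 µM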
# Target sequence (Q15596 whole entry, looked up, the tested form may be a part): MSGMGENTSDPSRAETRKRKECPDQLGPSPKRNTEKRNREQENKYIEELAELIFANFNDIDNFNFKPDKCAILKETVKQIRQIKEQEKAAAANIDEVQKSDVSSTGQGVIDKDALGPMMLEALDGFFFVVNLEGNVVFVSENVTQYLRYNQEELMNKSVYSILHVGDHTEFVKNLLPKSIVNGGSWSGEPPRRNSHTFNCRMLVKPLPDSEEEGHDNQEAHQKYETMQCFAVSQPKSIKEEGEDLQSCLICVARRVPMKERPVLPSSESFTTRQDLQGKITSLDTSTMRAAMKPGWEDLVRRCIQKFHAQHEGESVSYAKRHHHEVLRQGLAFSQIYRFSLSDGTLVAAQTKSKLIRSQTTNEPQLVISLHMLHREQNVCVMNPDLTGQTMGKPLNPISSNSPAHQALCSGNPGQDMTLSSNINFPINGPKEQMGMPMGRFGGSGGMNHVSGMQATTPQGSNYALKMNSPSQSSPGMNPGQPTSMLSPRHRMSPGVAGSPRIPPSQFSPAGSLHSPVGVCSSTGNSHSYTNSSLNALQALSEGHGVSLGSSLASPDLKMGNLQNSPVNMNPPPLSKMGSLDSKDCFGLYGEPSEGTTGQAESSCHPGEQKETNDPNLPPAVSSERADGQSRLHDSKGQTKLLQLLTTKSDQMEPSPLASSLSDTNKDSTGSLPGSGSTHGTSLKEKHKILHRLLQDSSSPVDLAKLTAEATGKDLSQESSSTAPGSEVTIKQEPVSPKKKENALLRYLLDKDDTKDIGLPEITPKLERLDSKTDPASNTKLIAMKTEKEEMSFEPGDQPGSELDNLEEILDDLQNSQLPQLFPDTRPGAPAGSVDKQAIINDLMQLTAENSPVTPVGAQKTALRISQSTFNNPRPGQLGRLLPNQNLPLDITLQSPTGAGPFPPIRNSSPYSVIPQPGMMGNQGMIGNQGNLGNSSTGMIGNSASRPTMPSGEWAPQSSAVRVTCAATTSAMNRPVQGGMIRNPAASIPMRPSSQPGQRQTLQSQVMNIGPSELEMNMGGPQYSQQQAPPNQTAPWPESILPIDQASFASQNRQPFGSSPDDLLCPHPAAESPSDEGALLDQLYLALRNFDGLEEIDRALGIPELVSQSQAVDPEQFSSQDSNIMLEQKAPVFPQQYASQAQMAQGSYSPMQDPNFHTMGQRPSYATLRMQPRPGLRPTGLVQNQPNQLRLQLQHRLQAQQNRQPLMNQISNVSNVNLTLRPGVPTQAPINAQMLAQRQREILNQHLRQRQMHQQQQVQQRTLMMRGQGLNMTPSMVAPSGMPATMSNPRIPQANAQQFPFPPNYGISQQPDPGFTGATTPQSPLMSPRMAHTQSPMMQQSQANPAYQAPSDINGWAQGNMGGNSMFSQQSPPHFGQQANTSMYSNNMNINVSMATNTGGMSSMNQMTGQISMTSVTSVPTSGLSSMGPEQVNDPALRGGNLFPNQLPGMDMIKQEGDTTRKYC
# MC4R ag barr = MC4R agonists recruiting beta-arrestin, primary screen, cell-based, luminescence, agonist arm of biased-ligand search. Melanocortin receptor 4 (Homo sapiens), P32245. U2OS MC4R beta-arrestin complementation; percent of melanotan II response, DMSO zero. 360,000 compounds, 0.98% hits. activation, % at 8.9 µM. AID 540308, 2011;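 active = activation above a per-plate cutoff, the mean activation of sample wells on that plate plus 3 SD, cut at about 8% in these data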
# MC4R antagonist = MC4R antagonists of cAMP signaling, primary screen, cell-based, TR-FRET, antagonist arm of biased-ligand search; Melanocortin receptor 4 (Homo sapiens), P32245; MC4R-expressing cells, MTII-stimulated cAMP, LANCE TR-FRET; inhibition, % at 6.5 µM; 360,000 compounds, 0.48% hits; AID 540295, 2011;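 active = inhibition above its plate's cutoff, the mean of tested wells on that plate plus 3 SD, cut at about 29% in these data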;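 also: 0% = Melanotan II alone and 100% = Melanotan II plus saturating MCL0020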
#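 Assay system: human MC4R-expressing U2OS cells; reagent: Melanotan II stimulation of cells; dosing: 6.5 µM single dose; timing: compound 30 min, challenge 1 h, detection 1 h; signal: TR-FRET cAMP assay; replicates: one well per compound, no replicates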
# m5-HT2A agonist = mouse Htr2a agonists via beta-arrestin recruitment, primary screen, cell-based, luminescence. 5-hydroxytryptamine receptor 2A (Mus musculus), P35363. CHO-K1 mHTR2A beta-arrestin complementation; percent of 30 µM serotonin response. activation, % at 7.6 µM. 360,000 compounds, 0.66% hits;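 active = activation above a run cutoff, the mean activation of all tested compounds plus 3 SD, cut at about 14% in these data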;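 also: 0% = plate median of compound wells and 100% = 30 µM serotonin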
# ABCB6 inh MLPCN = ABCB6 transporter inhibitors, primary screen, K562-ABCB6 cells, flow cytometry, MLPCN library; ATP-binding cassette sub-family B member 6 (Homo sapiens), Q9NP58; K562-ABCB6 porphyrin accumulation, 1 h; stronger effect = lower value; fluorescence ratio to DMSO, % at 10 µM; 360,000 compounds, 0.19% hits; AID 602162, 2011;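 active = fluorescence ratio to DMSO below 75%, the collection mean minus 3 SD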;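 also: signal is porphyrin accumulated inside mitochondria; 100% equals median channel fluorescence of DMSO control wells; lower ratio means ABCB6 inhibition with less porphyrin fluorescence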
# NOD2-RIPK2 inh = NOD2-RIPK2 binding disruptors in cells, primary screen, fluorescence, CHO cells, BLA complementation | CCF4 ratio | inhibition, % at 4.98 µM | 360,000 compounds, 0.38% hits | Receptor-interacting serine/threonine-protein kinase 2 (Homo sapiens), O43353; in the data active = inhibition above about 21%;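 also: 0% = vehicle only and 100% = reference blocker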
# The depositor's hits bear a star; · = no result given.
SMILES,ABHD5-PLIN5 inh,H9c2 protect,TLR9-MyD88 inh,Glyco luc inh,NCOA2 inhibitor,MC4R ag barr,MC4R antagonist,m5-HT2A agonist,ABCB6 inh MLPCN,NOD2-RIPK2 inh
O=C(CN1CCCCC1)Nc1ccc(S(=O)(=O)N2CCCCCC2)cc1,-8,-3,9,-7,6,-1.6,0,-3,101,-7
CC(C)c1cc(CNC(=O)CCc2nnc(CCCCc3ccccc3)o2)on1,0,0,-1,1,-5,-2.5,-1,-3,99,-5
O=S(=O)(NC1CCCCC1N1CCC(O)CC1)c1ccccc1 (stereo not given),-3,3,-4,1,-8,-0.6,8,-1,100,-3
O=C(CN1C(=O)/C(=C\c2ccc(F)cc2)Oc2ccccc21)N1CCN(c2ccccn2)CC1,1,-3,5,21,0,1.7,6,-6,99,1
O=C(c1ccc2c(c1)OCO2)N1CCN(c2ccc(C(F)(F)F)cn2)CC1,1,-14,0,1,5,-0.8,1,2,99,-11
CCCCCN(C(=O)CCC(=O)OCC(=O)c1cccc(OC)c1)c1c(N)n(CCCC)c(=O)[nH]c1=O,-4,2,12,0,-29,-2.0,-5,9,96,-7
O=C(N/N=C/c1ccc(F)cc1)c1ccccc1,-1,-15,-6,-2,-39,-2.2,-7,-3,94,-6
Cc1nc2ccccc2n1CC(O)c1ccccc1 (stereo not given),0,-1,2,2,16,0.3,0,-3,95,-9
O=CN1N=C(c2ccccc2)CC1c1ccccc1[N+](=O)[O-] (stereo not given),-4,2,-5,0,9,-1.2,7,1,97,-3
COc1ccc(N(CCC(=O)Nc2ccccc2F)S(=O)(=O)c2ccc(C)cc2C)cc1,-7,-4,3,0,11,-2.6,9,-2,102,-2
O=C(NNC(=O)c1ccncc1)c1ccccc1,-7,0,-1,0,-7,-1.7,2,5,98,0
C=CCNC(=O)c1ccccc1SCc1c(C)noc1C,-1,-3,-3,0,18,-1.6,6,0,95,-14
COc1ccc(NC(=O)CSc2nc(NS(=O)(=O)c3ccc(C)cc3)cc(=O)[nH]2)cc1,-4,4,7,2,-3,0.3,-12,-6,95,9
COc1ccc(C[C@H]2CN3C(=NC[C@@H]3C(C)C)N2CCNC(=O)CCC2CCCCC2)cc1,10,-12,-6,-2,-16,4.5,7,-6,93,0
Cc1csc2nc(SCC(=O)N3CCN(c4ccccc4)CC3)[nH]c(=O)c12,0,12,-7,3,1,-3.2,-1,4,89,-1
CCCc1cc(C(=O)N2CCCC(Nc3ccc(C)c(C)c3)C2)n(C)n1 (stereo not given),-4,-4,-12,2,-14,0.7,3,0,97,6
O=[N+]([O-])c1cc(Br)c(O)c(C=Nc2ccc(N3CCOCC3)cc2)c1,-17,-9,-10,4,-54,-3.3,-1,-2,99,10
CCCCN(C=O)c1c(CC)nc2c(OCc3cc(Cl)cc(Cl)c3)cccn12,10,-5,·,-3,2,-0.3,9,-5,103,4
O=C(NC1CC1)c1cccc(S(=O)(=O)N2CCOCC2)c1,1,-4,1,-2,4,0.8,1,0,100,3
O=C(CN(c1ccc(F)cc1)S(=O)(=O)c1ccc2c(c1)OCCO2)NCc1cccnc1,-1,5,-7,0,-18,-0.3,3,2,99,-8
COCCNC(=O)C(c1ccc(OC)cc1)N(CCOC)C(=O)CCC(=O)Nc1nccs1 (stereo not given),2,0,-6,2,4,-0.2,6,5,81,8
O=C(COc1cccc2c1CCNC2=O)Nc1ccc(Cl)cc1,6,64*,-18,1,-36,-3.8,29*,2,100,-3
COc1ccc(-c2ccc(/C=C3\C(=O)N(c4ccccc4)N=C3c3ccccc3)o2)c([N+](=O)[O-])c1,-12,16,1,-1,-6,-3.2,4,4,102,14
Cc1ccc(N2CC(C(=O)Nc3ccc(S(=O)(=O)NCC4CCCO4)cc3)CC2=O)cc1 (stereo not given),-4,-5,6,3,-2,-1.0,22,1,97,0
CC1=C(C(=O)N(C)C)CC(CC(=O)NC2CCCCC2)C(=O)N1Cc1ccc(F)cc1 (stereo not given),-1,1,·,0,-21,·,·,-2,95,-13
O=C(Cc1ccccc1)N/N=C/C=C/c1ccccc1[N+](=O)[O-],-3,-2,·,-2,-107,3.8,-4,-5,93,-5
Cc1cc2ncn(CC(O)COc3cccc(C(=O)O)c3)c2cc1C (stereo not given),0,-1,0,4,-1,-1.4,0,0,98,-5
CC(C)NC(=O)CSc1nc(Cc2cccs2)nc2ccccc12,-19,8,4,-2,3,-0.9,3,-3,106,-1
CCC(=O)Nc1nc(-c2ccc3c(c2)OCCO3)cs1,-12,-16,4,-6,-48,0.9,9,-8,100,-4
Nc1nnc(-c2ccc(F)cc2)s1,8,-2,-5,5,-10,1.6,-5,-1,105,-12
C[C@@H]1CN([C@H](C)CO)C(=O)CCCn2nncc2CO[C@@H]1CN(C)S(=O)(=O)c1cccc(F)c1,8,3,-8,0,-36,-1.1,3,3,100,-5
O=Cc1ccc(-n2cncn2)cc1,-7,6,4,2,-11,-2.5,20,2,99,0
Cc1cccnc1CCNCc1c(C(=O)N2C[C@@H](C)O[C@@H](C)C2)nc2ccc(Cl)cn12,4,12,8,1,-9,0.5,-1,-9,101,11
COC(=O)c1cnn(-c2nc(-c3ccccc3)cs2)c1N,5,-4,4,4,-12,7.5,-2,-4,90,6
COC(=O)c1ccc(-c2noc(CN(C)CC3CCCCO3)n2)cc1 (stereo not given),9,12,5,4,19,-0.7,5,1,99,-10
Nc1ncc([N+](=O)[O-])cc1Br,0,1,-1,0,-5,1.5,-7,1,95,-2
O=C(O)c1ccc2c(c1)C(=O)N(Cc1ccco1)C2=O,2,2,4,2,14,0.4,0,4,102,2
CCOC(=O)c1c(S(=O)(=O)NCC(=O)NCc2ccccc2)c(C)n(C)c1C,2,4,4,2,-1,-1.0,5,2,98,10
CCC(C)NC(=O)CN(c1ccc2c(c1)OCO2)S(=O)(=O)c1c(C)n[nH]c1C (stereo not given),1,4,-13,2,-20,-0.3,1,5,101,-11
O=C(NCCSc1ccccn1)c1ccc(Cl)cc1,1,1,2,-14,-40,0.1,0,1,96,7
CC1(C)CC(=O)C2=C(C1)N(CCN1CCOCC1)C1=C(C(=O)CC(C)(C)C1)C2c1cccc(F)c1,-4,24,3,5,11,-1.4,5,-3,94,5
Cc1cc(OC(=O)c2ccc(OC(C)C)cc2)c([N+](=O)[O-])c(=O)[nH]1,-4,-2,3,3,-10,0.1,8,4,103,-3
CCc1nc2ccc(C(=O)NCc3ccc(C)o3)cc2nc1CC,11,-2,-8,-1,6,0.6,1,-4,97,4
COc1ccc(CCNC(=O)c2cnc(C)cn2)cc1,5,-4,5,-2,-11,-1.4,5,3,96,-7
Cc1ccc(C(=O)NCC(=O)N(C)CC(=O)Nc2c(Cl)cccc2Cl)s1,0,0,3,-3,-8,3.2,-5,-4,101,2
Cc1ccc(N2CC(C(=O)OCC(=O)Nc3ccccc3F)CC2=O)cc1 (stereo not given),8,8,-2,1,-37,2.5,-6,4,90,8
OCCN(CCO)c1ccc(C(c2ccccc2Cl)c2ccc(N(CCO)CCO)cc2Cl)c(Cl)c1,15,-15,-1,11,·,14*,9,4,95,5
Cc1ccc(NC(=O)COC(=O)c2ccc(Cl)nc2)cc1S(=O)(=O)N1CCCCC1,-1,-11,-11,0,-7,0.0,-4,-1,98,-21
Cc1c(C)c2c(OCC(=O)N3CCC[C@H]3C(=O)O)cc3c(c2oc1=O)CCC(C)(C)O3,-4,-1,-3,-1,-25,2.5,-1,1,106,0
CCOc1ccccc1NC(=O)C(Sc1nnc2ccccn12)c1ccccc1 (stereo not given),3,13,10,0,6,-2.4,2,9,90,-7
N#Cc1sc2nc(C3CC3)cc(-c3ccc(Cl)cc3)c2c1N,-2,-14,14,6,6,1.8,3,3,97,28*

# Grouped by structure: those above containing an aryl methoxy group.
SMILES,ABHD5-PLIN5 inh,H9c2 protect,TLR9-MyD88 inh,Glyco luc inh,NCOA2 inhibitor,MC4R ag barr,MC4R antagonist,m5-HT2A agonist,ABCB6 inh MLPCN,NOD2-RIPK2 inh
CCCCCN(C(=O)CCC(=O)OCC(=O)c1cccc(OC)c1)c1c(N)n(CCCC)c(=O)[nH]c1=O,-4,2,12,0,-29,-2.0,-5,9,96,-7
COc1ccc(N(CCC(=O)Nc2ccccc2F)S(=O)(=O)c2ccc(C)cc2C)cc1,-7,-4,3,0,11,-2.6,9,-2,102,-2
COc1ccc(NC(=O)CSc2nc(NS(=O)(=O)c3ccc(C)cc3)cc(=O)[nH]2)cc1,-4,4,7,2,-3,0.3,-12,-6,95,9
COc1ccc(C[C@H]2CN3C(=NC[C@@H]3C(C)C)N2CCNC(=O)CCC2CCCCC2)cc1,10,-12,-6,-2,-16,4.5,7,-6,93,0
COCCNC(=O)C(c1ccc(OC)cc1)N(CCOC)C(=O)CCC(=O)Nc1nccs1 (stereo not given),2,0,-6,2,4,-0.2,6,5,81,8
COc1ccc(-c2ccc(/C=C3\C(=O)N(c4ccccc4)N=C3c3ccccc3)o2)c([N+](=O)[O-])c1,-12,16,1,-1,-6,-3.2,4,4,102,14
COc1ccc(CCNC(=O)c2cnc(C)cn2)cc1,5,-4,5,-2,-11,-1.4,5,3,96,-7

# These rows are one share of the data. The share of hits here may be higher or lower than overall.
